GPR35 antagonists: inhibition of zaprinast-stimulated GPR35 beta-arrestin translocation – imaging, U2OS, beta-arrestin-GFP, zaprinast agonist, primary screen (AID 2058); U2OS GPR35 beta-arrestin-GFP translocation imaging, zaprinast antagonism; higher % means a stronger effect; 290,000 tested, 0.052% active; inhibition, % at 10 µM, or IC50 in µM where a hit was titrated;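 active = inhibition of at least 50% with at least 30 cells and total cytoplasm GFP at most 10,000,000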
KOR beta-arrestin-1: kappa opioid receptor blockers – cell-based, luminescence, uHTS (AID 1778); 290,000 tested, 0.091% active; KOR beta-arrestin recruitment, luminescence, antagonist mode; higher % means a stronger effect; inhibition, % at 10 µM, or IC50 in µM where a hit was titrated; in the data active = inhibition above about 50%; note: strong numbers were not always called active
KOR beta-arrestin-2: KOR agonists, beta-arrestin recruitment, primary screen, cell-based, luminescence, uHTS (AID 1777); activation, % at 10 µM, or EC50 in µM where a hit was titrated; KOR beta-arrestin recruitment, luminescence; higher % means a stronger effect; 280,000 tested, 0.02% active; in the data active = activation above about 50%, passing the limit was not always enough; note: a part of the inactive calls stands beside numbers as strong as those of hits
GPR55 LPI antagonism: GPR55 antagonists blocking LPI-driven arrestin recruitment, primary screen, imaging, U2OS, beta-arrestin-GFP, LPI agonist (AID 2013). U2OS GPR55 beta-arrestin-GFP translocation imaging, LPI antagonism; higher % means a stronger effect. one-dose inhibition, % at 10 µM; IC50 in µM for titrated hits. 290,000 tested, 0.13% active;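 active = spots per cell inhibited over 60%, with over 100 cells counted and total cytoplasm intensity under 500,000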;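 note: U2OS cells stably carrying GPR55 and arrestin-GFP stimulated by 5 µM LPI near EC80; imaged beta-arrestin-GFP aggregate spots per cell after agonist stimulation; plate controls were LPI-stimulated DMSO wells for no effect and DMSO wells without LPI for full effect; some results filed as inactive read as strong as hits; confirmed hits need IC50 under 10 µM and bright autofluorescent wells are also inconclusive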
West Nile antiviral: West Nile virus antiviral activity, cell-based, CPE readout (AID 1621); West Nile virus-infected cells, CPE inhibition; higher % means a stronger effect; CPE inhibition, % at 10 µM; hits with a dose series show IC50 in µM; 290,000 tested, 0.02% active; in the data active = a potency from the dose series; note: strong numbers were not always called active
T cell HTS: T cell immune modulation candidate; 2C CD8+ T cell-vesicle binding, flow cytometry; hits give low values; calls only at 7 µM; 330,000 tested, 0.068% active; AID 2052;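 active = response, share of CD8 T cells binding vesicles, and their 90th percentile fluorescence all below set limits, cut at about 80% in these data, passing the limit was not always enough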
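Test system: purified 2C TCR transgenic mouse naive CD8+ T cells. Probe or stimulus: QL9-peptide-loaded Drosophila micro-vesicles bearing Ld, ICAM-1 and B7-1. Incubation: binding step 1.5 h, 37 °C, antibody labelling 20 min, ice. Measured by: flow cytometry of vesicle-bound cells.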
NTR1 ag: NTR1-driven beta-arrestin-GFP spot formation – imaging, U2OS cells, high content, primary screen (AID 493036); P30989; agonist mode; activation, % at 20 µM; 330,000 tested, 0.17% active;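 active = activation at or above 40% of the spot to cytoplasm intensity ratio, with at least 20 cells analyzed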;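 note: 0% = DMSO without peptide and 100% = 100 nM NTR1 peptide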
Target sequence (P30989 whole entry, looked up): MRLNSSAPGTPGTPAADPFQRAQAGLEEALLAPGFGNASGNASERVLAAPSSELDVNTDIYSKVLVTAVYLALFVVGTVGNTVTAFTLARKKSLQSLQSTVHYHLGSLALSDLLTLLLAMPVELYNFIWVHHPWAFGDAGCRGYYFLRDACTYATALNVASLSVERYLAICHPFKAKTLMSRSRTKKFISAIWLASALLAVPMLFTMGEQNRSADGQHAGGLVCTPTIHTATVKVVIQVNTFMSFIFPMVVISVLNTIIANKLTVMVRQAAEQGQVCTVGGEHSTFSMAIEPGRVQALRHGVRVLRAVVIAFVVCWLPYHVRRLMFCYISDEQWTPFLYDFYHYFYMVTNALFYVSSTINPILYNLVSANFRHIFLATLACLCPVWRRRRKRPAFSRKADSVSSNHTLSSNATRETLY
PhoP inhibition: PhoP-dependent GFP reporter repression – Salmonella Typhimurium, primary screen (AID 1863) | S. Typhimurium PhoP-regulated promoter GFP reporter, 4 h; higher % means a stronger effect | inhibition, % at 50 µM; hits with a dose series show IC50 in µM | 300,000 tested, 0.16% active;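 active = inhibition over 29.93%, a cutoff 3 SD above the screen mean, later confirmed by dose response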;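 note: 0% = low Mg2+ inducing control and 100% = high Mg2+ repressing control; strong numbers were not always called active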
GPR55 beta-arrestin: GPR55 agonists via beta-arrestin recruitment, primary screen, imaging, U2OS cells, beta-arrestin-GFP redistribution (AID 1961) | U2OS GPR55 beta-arrestin-GFP redistribution imaging; higher % means a stronger effect | one-dose activation, % at 10 µM; EC50 in µM for titrated hits | 290,000 tested, 0.048% active;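 active = activation above 40% with more than 50 cells counted in the well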;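 note: U2OS osteosarcoma cells stably expressing GPR55 and beta-arrestin-GFP; plate controls were DMSO negative control for no effect and LPI positive control for full effect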
T cell HTS vesicle-bound %: recorded beside T cell HTS, whose call it bears; double positive events, %; measured here: CD8+ vesicle-bound cell fraction;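 binding gate set so that unloaded-vesicle control wells show 10% double positive cells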
NTR1 ag cell count 20 µM: also measured in NTR1 ag; calls as there; cell count; measured here: cell count, cytotoxicity flag
An asterisk follows results filed as active; i = inactive; . = no result given; [ ] = another dose, or the depositor's remark. An unsorted share of the library. Share with any hit: about 0.62%.

Below each compound: GPR35 antagonists	KOR beta-arrestin-1	KOR beta-arrestin-2	GPR55 LPI antagonism	West Nile antiviral	T cell HTS	T cell HTS vesicle-bound %	NTR1 ag	NTR1 ag cell count 20 µM	PhoP inhibition	GPR55 beta-arrestin
- COc1ccc(C2C(C(C)=O)=C(C)N=c3s/c(=C\c4cc(C)n(C)c4C)c(=O)n32)c(OC)c1 (centres undefined)
→ 12.3%	11.7%	-4.7%	32.7%	-0.3%	i	55.0	-7.1	102	-17.8%	-0.1%
- CCC(C)NC(=O)CSc1c2c(nc3ccccc13)CCCC2 (centres undefined)
→ 2.2%	26.5%	0.6%	10.3%	-0.6%	i	60.3	-0.5	89	-7.4%	-0.2%
- c1ccc(N2CCN(Cc3nnnn3C3CCCCC3)CC2)cc1
→ 22.4%	.	-5.2%	6.2%	-0.6%	i	29.6	1.6	37	6.0%	0.3%
- COC(=O)c1sccc1NC(=O)c1ccc(C)cc1
→ -3.4%	0.0%	1.5%	5.1%	-0.4%	i	37.2	-0.1	90	4.5%	0.3%
- COc1ccc(NC(=O)c2cc3nc(-c4ccccc4)cc(C)n3n2)cc1OC
→ -1.9%	-30.4%[20 µM]	.	-0.1%	0.4%	i	52.3	-0.6	80	2.1%	0.9%
- C=C(C)C1CC=C(C)/C(=N/NC(=O)c2cccs2)C1 (centres undefined)
→ 12.7%	11.3%	8.1%	-0.8%	-0.7%	i	34.5	8.1	48	-15.4%	0.2%
- N/C(Cn1cncn1)=N\NC(=O)c1ccc(Cl)cc1Cl
→ -0.2%	0.2%[20 µM]	-1.9%	12.8%	0.8%	i	33.8	0.1	39	-3.6%	-0.1%
- CCOC(=O)c1ccc(NC(=O)CSCCC(=O)O)cc1
→ -8.5%	13.0%	-6.6%	0.4%	0.4%	i	32.4	-0.1	37	-6.9%	-0.2%
- Cc1cc(C)cc(NC(=O)C2CCN(c3nc(C)cc(C)n3)CC2)c1
→ 6.5%	-12.9%	-1.9%	2.7%	-1.3%	i	21.7	-0.3	97	-3.7%	-0.2%
- CCC(C)NC(=O)c1cc(Cl)c(NC(=O)C2=C(C)OCCS2)cc1OC (centres undefined)
→ -7.3%	2.1%	-6.9%	4.2%	-0.1%	i	53.4	4.3	82	8.3%	-0.1%
- NC(=O)C[n+]1cccc(CNC(=O)c2ccc(OC(F)F)cc2)c1
→ 6.5%	-26.5%	-0.9%	-4.3%	0.3%	i	28.6	1.1	44	6.1%	0.2%
- O=C(N[C@@H](Cc1ccccc1)C(=O)O)c1ccncc1
→ -0.2%	-23.5%	0.9%	4.5%	0.5%	.	.	-0.4	45	-12.3%	-0.2%
- COc1ccc(OCC(=O)NC2CC(C)(C)NC(C)(C)C2)cc1
→ 6.7%	-20.1%	12.7%	5.8%	-0.2%	i	26.9	0.5	48	-2.7%	-0.2%
- O=C1C(=O)N(Cc2ccccc2)C(=O)N1CCN1C(=O)c2ccccc2C1=O
→ 4.4%	14.3%	-7.3%	0.4%	0.5%	i	41.6	0.0	38	-1.2%	-0.4%
- CC1(C)S[C@@H]2[C@H](NC(=O)COc3ccccc3)C(=O)N2C1C(=O)OCc1cc2ccccc2n1S(=O)(=O)c1ccccc1 (some centres undefined)
→ 13.9%	-13.2%[20 µM]	-2.3%	14.8%	-0.9%	i	30.5	.	.	-2.6%	0.8%
- O=C(NCCc1ccncc1)C(F)(F)F
→ 3.8%	-34.2%	3.0%	0.8%	0.2%	i	21.2	0.8	57	-0.9%	0.0%
- Cc1ccccc1NC(=O)CN1C(=S)NC(C)(C)CC1C (centres undefined)
→ -3.1%	24.8%	6.3%	8.2%	0.4%	i	51.1	-1.1	52	24.5%	0.2%
- Cn1c(=O)c2cc(S(=O)(=O)Nc3cccc(F)c3)ccc2n(C)c1=O
→ 1.7%	-43.4%	1.6%	18.6%	.	i	37.9	-1.8	61	-8.8%	-0.1%
- COc1cccc(-c2nnn(CC(=O)NC3CCCC3)n2)c1OC
→ -14.8%	-35.2%	-6.9%	8.4%	-0.3%	i	11.4	0.1	75	-4.2%	-0.3%
- COc1cc(C2/C(=C(\O)c3ccc4c(c3)CC(C)O4)C(=O)C(=O)N2Cc2ccco2)ccc1O (centres undefined)
→ 0.3%	-32.8%	0.2%	4.8%	0.0%	i	9.2	2.3	53	-0.4%	-0.2%
- Cc1ccc(C(=O)CSc2nsc(C)c2C#N)cc1
→ 1.9%	33.9%	-2.0%	-0.8%	-0.2%	i	31.3	-0.3	66	-1.7%	0.9%
- CCc1ccccc1NC(=O)C(CC)Sc1nc2cc3c(cc2c(=O)n1Cc1ccco1)OCO3 (centres undefined)
→ -3.2%	-30.2%	-2.0%	5.7%	-0.5%	i	40.4	8.2	81	-1.2%	0.3%
- Cc1cccc(OCCC(=O)NCC(c2ccccc2)N(C)C)c1 (centres undefined)
→ 15.5%	8.5%	3.6%	-0.8%	-0.5%	i	36.1	-0.6	76	-1.8%	0.2%
- CCOC(=O)N1CCN(C(=O)Cn2ccc3ccccc3c2=O)CC1
→ 8.1%	-8.5%	-2.5%	11.4%	1.1%	i	42.1	3.7	89	-7.2%	-0.2%
- O=C(/C=C/c1ccc(Cl)cc1)NC1CCS(=O)(=O)C1 (centres undefined)
→ -10.9%	8.1%	-3.8%	7.0%	-1.1%	i	26.0	-0.3	31	11.7%	-0.5%
- O=C(Nc1ccccc1)/C(=C/c1ccc(F)cc1)NC(=O)c1ccco1
→ 3.1%	-12.0%	-0.2%	-0.7%	-0.1%	i	24.8	0.3	45	4.0%	-0.1%
- COc1cccc(CCc2nnc(CCC(=O)N3CCCC3c3nccs3)o2)c1 (centres undefined)
→ -4.4%	-4.7%	-10.0%	0.5%	-0.3%	i	44.5	-1.6	59	8.6%	0.3%
- Cc1ccc(OCC(=O)c2cc(C)n(Cc3ccco3)c2C)c([N+](=O)[O-])n1
→ 5.9%	8.2%	0.4%	-1.4%	-0.6%	i	40.0	-0.7	54	.	-0.1%
- CCC(c1nnnn1Cc1cccs1)N1CCN(c2nc3ccccc3s2)CC1 (centres undefined)
→ -6.5%	8.8%	1.4%	10.1%	-0.4%	i	59.1	4.8	40	25.9%	-0.2%
- CS(=O)(=O)Nc1ccc(C(=O)NCCSC2CCCCC2)cc1
→ -3.5%	-3.8%	-10.4%	-1.4%	-0.1%	i	39.7	3.9	53	-4.7%	-0.2%
- CC(=O)c1c(C)[nH]c(C(=O)N2CC(C)CC(C)C2)c1C (centres undefined)
→ 7.6%	10.1%	-8.0%	1.4%	-1.1%	i	58.0	0.1	95	5.6%	1.0%
- COc1ccc(-n2cnnc2SCC(=O)Nc2cccc(S(=O)(=O)N3CCCCC3)c2)cc1
→ 1.5%	-12.6%	10.8%	2.7%	-1.2%	i	8.7	0.4	60	-1.8%	-0.3%
- O=C1C2C3C=CC(C2C(=O)N1CCCO)C1C2C(=O)N(CCCO)C(=O)C2C31 (centres undefined)
→ -0.1%	-40.7%	-2.9%	4.6%	-0.2%	i	39.6	-0.5	92	-6.8%	-0.2%
- O=C(COc1ccc(Br)cc1)NCCCNC(=O)c1cnccn1
→ 0.6%	1.8%	-5.0%	-1.5%	-0.1%	i	25.9	-1.1	33	-0.2%	-0.2%
- COc1ccc(OCC(O)CNc2ccc(Br)cc2)cc1 (centres undefined)
→ 1.3%	-42.0%	2.5%	-0.5%	-0.6%	i	36.9	-0.4	51	37.2µM*	-0.2%
- CCCN(C(=O)c1ccco1)c1nnc(-c2ccncc2)s1
→ -2.2%	-25.9%	1.4%	-7.4%	0.2%	i	58.1	1.0	41	-4.7%	-0.4%
- CCN(CCn1cccn1)C(=O)CC1C(=O)NCCN1Cc1cc(OC)cc(OC)c1 (centres undefined)
→ -10.7%	-14.8%	-3.0%	-1.9%	0.1%	i	55.9	1.2	101	1.7%	0.1%
- CCCCNC(=O)COC(=O)c1cc2c(C)nn(-c3ccccc3)c2s1
→ 5.9%	13.4%	1.0%	1.3%	0.4%	i	48.5	0.7	48	-7.0%	0.3%
- CN(Cc1ccccc1)c1c([N+](=O)[O-])c(=O)n(C)c2ccccc12
→ -3.3%	36.8%	-4.5%	7.7%	-0.2%	i	11.6	3.9	53	-1.8%	-0.1%
- CSc1ccc(CCNC(=O)c2ccc(CS(=O)Cc3ccc(Cl)cc3)o2)cc1 (centres undefined)
→ 22.1%	-5.3%	-2.7%	9.7%	0.1%	i	1.5	0.3	43	-0.5%	-0.1%
- O=C(NNS(=O)(=O)c1ccccc1[N+](=O)[O-])c1ccc(F)cc1
→ -4.5%	-36.2%	0.7%	-8.0%	0.2%	i	48.7	1.8	30	-5.0%	0.3%
- Cc1ccc(S(=O)(=O)N2CCN(C(=O)Cc3ccc(S(=O)(=O)N4CCOCC4)s3)CC2)cc1
→ 2.4%	3.6%	3.5%	15.5%	-0.5%	i	6.9	1.5	69	-7.5%	-0.2%
- COc1ccc(NC(=O)Cn2c(=O)n(CC(=O)NCc3ccco3)c(=O)c3ccccc32)cc1OC
→ 2.0%	10.3%	1.5%	17.2%	0.6%	i	8.9	-2.2	79	-4.5%	-0.1%
- COc1cc(NC(=O)c2ccc(C)cc2C)ccc1NC(=O)c1cc2ccccc2o1
→ -0.7%	-3.4%	-0.5%	4.8%	0.0%	i	55.5	8.4	58	-0.3%	-0.1%
- O=C(Nc1ccc(Cl)cn1)c1ccc2[nH]c(=O)c(=O)[nH]c2c1
→ -4.7%	-2.1%	1.1%	2.4%	-0.2%	i	10.2	-0.6	49	0.9%	-0.1%
- CCSC1=NN2CCS(=O)(=O)N=C2S1
→ 1.7%	40.7%	1.0%	6.5%	0.2%	i	24.1	0.9	43	-4.1%	-0.3%
- CN=C1S/C(=C\c2ccc(SC)cc2)C(=O)N1C
→ 13.9%	1.1%	-0.6%	-1.6%	0.1%	i	40.3	2.5	44	-2.1%	0.2%
- Cc1nc(-c2ccccc2Cl)sc1C(=O)/C=C/N(C)C
→ -0.7%	37.2%	-0.8%	19.2%	-1.0%	i	16.4	1.2	31	-8.4%	0.2%
- COc1ccc(NC(=O)CN(C)CC(=O)Nc2ccc(Cl)cc2F)cc1
→ -3.8%	-8.3%	-3.9%	8.8%	-1.3%	i	53.6	-0.6	63	-9.2%	0.6%
- Cc1ccc(N2C(=O)C3C(C(=O)c4ccccc4)=NN(c4ccccc4)C3C2=O)cc1 (centres undefined)
→ 0.1%	1.6%	6.9%	33.5%	0.8%	i	49.0	1.0	47	16.2%	-0.5%
